Tb MetRS inh – Trypanosoma brucei MetRS inhibition; purified T. brucei MetRS, ATP depletion, Kinase-Glo luminescence; inhibition, % at 11.9 µM; actives 0.4% (n = 360,000);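 active = inhibition above a per-plate cutoff of the control wells' mean inhibition plus 3 SD, cut at about 5.5% in these data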;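 note: 0% = DMSO wells median and 100% = median of wells with control inhibitor compound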
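Dosing: 11.9 µM single point; system: parasite MetRS enzyme; technique: luminescence of leftover ATP; times: 15 min enzyme-compound preincubation, 2 h reaction, 10 min detection, 25 °C; replicates: each compound tested once; read-out basis: percent inhibition relative to median high and low control wells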
eLon inh – inhibitors of E. coli Lon protease; P0A9M0; purified E. coli Lon protease, fluorescence polarization; inhibition, % at 7.94 µM; actives 0.42% (n = 360,000); in the data active = inhibition above about 13%, passing the limit was not always enough;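 note: 0% = enzyme with probe and DMSO and 100% = no enzyme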
FAS-TE inh – inhibitors of human fatty acid synthase thioesterase domain. P49327. recombinant FAS-TE, OMFH fluorogenic substrate, fluorescence endpoint. inhibition, % at 15 µM. actives 0.67% (n = 360,000). AID 602261;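 active = compounds whose normalised, plate-corrected inhibition of enzyme fluorescence in the single-dose primary screen is 50% or more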;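 note: 0% = DMSO with enzyme and 100% = substrate without enzyme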
MLLE-PAM2 inh – blocks PAM2 peptide binding to the PABP1 MLLE domain | P11940 | GST-MLLE / FITC-PAM2 fluorescence polarization | inhibition, % at 20 µM | actives 0.36% (n = 360,000) | AID 588489; in the data active = inhibition above about 35%, passing the limit was not always enough;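 note: plate controls were DMSO wells with GST-MLLE for no effect and wells lacking GST-MLLE protein for full effect; some results filed as inactive read as strong as hits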
Target sequence (P11940 whole entry, looked up, the tested form may be a part): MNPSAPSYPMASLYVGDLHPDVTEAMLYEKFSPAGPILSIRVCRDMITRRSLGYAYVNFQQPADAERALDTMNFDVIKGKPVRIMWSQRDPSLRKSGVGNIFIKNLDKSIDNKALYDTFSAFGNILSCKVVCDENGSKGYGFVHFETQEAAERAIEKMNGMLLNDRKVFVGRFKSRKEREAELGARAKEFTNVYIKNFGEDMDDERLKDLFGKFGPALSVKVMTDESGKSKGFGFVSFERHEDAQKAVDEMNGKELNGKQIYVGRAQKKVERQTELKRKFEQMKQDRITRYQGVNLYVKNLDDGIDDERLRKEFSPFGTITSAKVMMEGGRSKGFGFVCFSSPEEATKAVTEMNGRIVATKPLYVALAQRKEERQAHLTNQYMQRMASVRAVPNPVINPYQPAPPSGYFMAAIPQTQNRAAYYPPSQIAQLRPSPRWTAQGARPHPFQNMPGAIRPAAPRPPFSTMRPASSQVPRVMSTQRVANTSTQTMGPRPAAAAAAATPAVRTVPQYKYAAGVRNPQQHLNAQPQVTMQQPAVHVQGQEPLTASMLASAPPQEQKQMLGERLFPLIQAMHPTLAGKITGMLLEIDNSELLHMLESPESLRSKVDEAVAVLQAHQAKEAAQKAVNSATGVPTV
Rin1 Abl inh – blocks binding of human Rin1 to Abl. actives 0.4% (n = 360,000). TR-FRET Rin1/Abl binding, biochemical. inhibition, % at 7.35 µM. AID 588664; in the data active = inhibition above about 5%, passing the limit was not always enough
CSN inh – blocks human CSN-mediated cullin deneddylation | inhibition, % at 12.5 µM | Q92905 | Purified CSN, SCF-Nedd8-OG deneddylation, fluorescence polarization | actives 0.38% (n = 360,000) | AID 651999;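 active = pattern-corrected inhibition above about 35%, with an unprinted fluorescence ratio check between 0.5 and 1.5, limit read from the data, passing the limit was not always enough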;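 note: 0% = enzyme with substrate and 100% = substrate without enzyme; some results filed as inactive read as strong as hits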
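assay system = purified human Csn5 enzyme expressed in HEK293T cells | amount = 0.24 nM enzyme | buffer or medium = Tris/NaCl/DTT buffer, pH 7.5 | reagent = 10 nM SCFSkp2-Nedd8OG | compound = one concentration, 12.5 µM, 0.25% DMSO | times = 90 min reaction at room temperature | signal = FP | read-out basis = % inhibition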
MsrA inh – inhibitors of bovine MsrA | purified bovine MsrA, absorbance read-out | inhibition, % at 15.5 µM | actives 0.75% (n = 360,000); in the data active = inhibition above about 4.5%;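 note: 0% = vehicle wells with enzyme and 100% = reference inhibitor wells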
bovine MsrA act – activates bovine MsrA enzyme; purified bovine MsrA, absorbance read-out; activation, % at 10.6 µM; actives 0.3% (n = 360,000); in the data active = activation above about 7.5%;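 note: 0% = vehicle and 100% = reference activator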
Neddylation inh – cullin neddylation inhibition; P61081+Q13564; TR-FRET cullin neddylation, biochemical; calls only at 25 µM; actives 0.58% (n = 360,000); in the data active = inhibition above about 36%
Active calls of the source: *; i = inactive; x = not tested or not shown. This is a random part of the collection; about 4% have a hit in one of these screens.

(1) COc1ccc2c(c1)OC[C@H]1[C@H]2N2C(=O)c3cc(C)ccc3NC(=O)[C@@]2(C)[C@H]1c1ccccc1
(2) CCN(C(=O)CSc1ncnc2c1cnn2-c1ccccc1)C1CCS(=O)(=O)C1 (centres undefined)
(3) Cc1cccc(NC(=O)CN(C)S(=O)(=O)c2ccc3c(c2)n(C)c(=O)c(=O)n3C)c1C
(4) Nc1ccc2nc(SCC(=O)c3ccccc3)sc2c1
(5) CCCCCCCCNC(CO)(CO)CO

Assay by compound,1,2,3,4,5
Tb MetRS inh,-0.1,-0.3,-0.3,0.9,0.3
eLon inh,3,-2,-6,-2,-6
FAS-TE inh,76*,57*,1,5,-5
MLLE-PAM2 inh,-6,-1,5,20,3
Rin1 Abl inh,0,1,5,-5,0
CSN inh,0,0,1,-1,-1
MsrA inh,x,-0.4,0.8,-0.4,-1.5
bovine MsrA act,0,-7,-2,-2,-1
Neddylation inh,i,i,i,i,i

Only bovine MsrA act, for some of the entries so far:
nr	structure	bovine MsrA act
1	COc1ccc2c(c1)OC[C@H]1[C@H]2N2C(=O)c3cc(C)ccc3NC(=O)[C@@]2(C)[C@H]1c1ccccc1	0
4	Nc1ccc2nc(SCC(=O)c3ccccc3)sc2c1	-2

Continued.
(6) COc1ccc(OCC(O)CNC(=O)Nc2ccc(F)cc2)cc1 (centres undefined)
(7) CC(C)NC(=S)N/N=C/c1cccnc1
(8) O=c1onc(-c2cccs2)n1Cc1ccccc1
(9) N#Cc1ccccc1NC(=O)C(=O)NCC1CCCN1S(=O)(=O)c1cccs1 (centres undefined)
(10) COc1cc([N+](=O)[O-])c(N2CCOCC2)c([N+](=O)[O-])c1OC

Assay by compound,6,7,8,9,10
Tb MetRS inh,5.7*,-0.2,-0.1,-0.4,-0.9
eLon inh,0,-5,-1,-11,2
FAS-TE inh,-3,-6,0,1,13
MLLE-PAM2 inh,1,3,4,-20,2
Rin1 Abl inh,-2,-1,0,2,-5
CSN inh,-3,-1,-1,-2,-3
MsrA inh,-0.8,-0.5,0.7,-0.1,1.3
bovine MsrA act,-5,-4,-2,-6,-7
Neddylation inh,i,i,i,i,i

(11) COc1ccc(NC(=O)CSc2ccc3nnc(-c4cccnc4)n3n2)cc1
(12) S=c1nc(-c2cccc(Cl)c2)[nH][nH]1
(13) Cc1nc(-c2ccc(F)cc2)c(CC(=O)Nc2cc(S(=O)(=O)N3CCCCC3)ccc2C)s1
(14) Cc1cc(C)c2c(c1)OC(=O)CC2c1ccccc1C (centres undefined)
(15) O=C1NC(=S)N/C1=C\c1ccccc1OCc1ccc(C(=O)O)cc1

Assay by compound,11,12,13,14,15
Tb MetRS inh,0.0,-0.2,-0.3,-0.2,-0.2
eLon inh,0,-1,-20,-7,7
FAS-TE inh,-2,-3,4,13,-8
MLLE-PAM2 inh,-1,11,12,14,9
Rin1 Abl inh,-8,-1,-2,-1,0
CSN inh,1,-12,0,4,4
MsrA inh,-0.3,0.1,0.1,0.1,6.4*
bovine MsrA act,-3,6,-12,-1,-2
Neddylation inh,i,i,i,i,i

(16) COc1ccc(OC)c2nc3c(cc12)CCC3
(17) CCC(=O)Nc1c(C)ccc2nsnc12
(18) COC(=O)c1c(NC(=O)COC(=O)[C@@H](NS(=O)(=O)c2ccc(C)cc2)C(C)C)sc2c1CCC2
(19) CC(=O)N(C)c1ccc(NC(=O)C(c2ccccc2)c2ccccc2)cc1
(20) CCOC(=O)CC1=Nc2ccccc2NC(=O)C1

Assay by compound,16,17,18,19,20
Tb MetRS inh,-0.9,-0.3,0.1,-0.2,-0.1
eLon inh,-5,-10,-10,-1,3
FAS-TE inh,-3,-4,19,2,-6
MLLE-PAM2 inh,-1,5,0,5,-2
Rin1 Abl inh,-1,-1,5,-1,-1
CSN inh,-1,0,-2,3,-3
MsrA inh,0.2,0.5,-0.1,-0.5,1.3
bovine MsrA act,1,-3,-4,-3,-2
Neddylation inh,i,i,i,i,i

Shown with two lines to a compound: two of the compounds above.
Every second line gives: Tb MetRS inh, eLon inh, FAS-TE inh, MLLE-PAM2 inh, Rin1 Abl inh, CSN inh, MsrA inh, bovine MsrA act, Neddylation inh
19. CC(=O)N(C)c1ccc(NC(=O)C(c2ccccc2)c2ccccc2)cc1
  -0.2, -1, 2, 5, -1, 3, -0.5, -3, i
20. CCOC(=O)CC1=Nc2ccccc2NC(=O)C1
  -0.1, 3, -6, -2, -1, -3, 1.3, -2, i

Other structures
(21) COC(=O)c1c(NC(=S)Nc2ccccc2Cl)sc(C)c1C
(22) c1ccc(CSCc2ccccc2)cc1
(23) Clc1ccc(C2=Nn3c(nnc3-c3n[nH]c4c3CCC4)SC2)cc1
(24) COc1ccc(N2C(=O)CC(C3CCCO3)C2=O)cc1 (centres undefined)
(25) Cc1nc2ncnn2c(C)c1CCC(=O)NCCCN1CCN(c2cccc(Cl)c2)CC1
(26) C[C@H]1CCCCO[C@@H](CN(C)S(=O)(=O)c2ccc(Cl)cc2)[C@@H](C)CN([C@@H](C)CO)C(=O)c2cc(NS(=O)(=O)c3ccccc3)ccc2O1
(27) CNC(=O)CC1C(=O)N(c2ccc(Cl)cc2)C(=S)N1CCc1ccc(OC)c(OC)c1 (centres undefined)
(28) COc1ccc(CCNC(=O)[C@H](C)N2C(=O)N3CCc4c([nH]c5ccccc45)[C@@]3(C)C2=O)cc1OC

Assay by compound,21,22,23,24,25,26,27,28
Tb MetRS inh,0.0,0.1,-0.2,0.1,-0.7,-0.7,0.0,-0.9
eLon inh,-6,2,9,-9,-2,6,4,-2
FAS-TE inh,4,13,8,-4,-6,0,-2,0
MLLE-PAM2 inh,23,-10,-113,0,-1,-6,-2,8
Rin1 Abl inh,-4,-4,-6,-1,-1,-2,2,-2
CSN inh,2,4,-3,-7,0,-1,-2,1
MsrA inh,x,-0.9,0.9,0.3,-0.1,0.9,0.4,-1.4
bovine MsrA act,-1,-2,-1,4,0,-3,-7,-2
Neddylation inh,i,i,i,i,i,i,i,i

Exported field by field: entries from further up.
#14 Cc1cc(C)c2c(c1)OC(=O)CC2c1ccccc1C (centres undefined)
  Tb MetRS inh = -0.2	eLon inh = -7	FAS-TE inh = 13	MLLE-PAM2 inh = 14	Rin1 Abl inh = -1	CSN inh = 4	MsrA inh = 0.1	bovine MsrA act = -1	Neddylation inh = i
#15 O=C1NC(=S)N/C1=C\c1ccccc1OCc1ccc(C(=O)O)cc1
  Tb MetRS inh = -0.2	eLon inh = 7	FAS-TE inh = -8	MLLE-PAM2 inh = 9	Rin1 Abl inh = 0	CSN inh = 4	MsrA inh = 6.4*	bovine MsrA act = -2	Neddylation inh = i
#16 COc1ccc(OC)c2nc3c(cc12)CCC3
  Tb MetRS inh = -0.9	eLon inh = -5	FAS-TE inh = -3	MLLE-PAM2 inh = -1	Rin1 Abl inh = -1	CSN inh = -1	MsrA inh = 0.2	bovine MsrA act = 1	Neddylation inh = i
#17 CCC(=O)Nc1c(C)ccc2nsnc12
  Tb MetRS inh = -0.3	eLon inh = -10	FAS-TE inh = -4	MLLE-PAM2 inh = 5	Rin1 Abl inh = -1	CSN inh = 0	MsrA inh = 0.5	bovine MsrA act = -3	Neddylation inh = i

Screening data as filed in PubChem.
